# Screening results (PubChem BioAssay)
# PTHR1 ag: activates the human parathyroid hormone receptor PTHR1. Q03431. HEK293 GP2 PTHR1 cells, GloSensor cAMP luminescence, 1 h. Potency, µM (top dose mostly 115 µM), inactives show at the top dose activation, most hits filed as activators. 410,000 tested, 0.075% active. AID 743266; note: potency is the fitted concentration of half-maximal effect; nearly all actives have a fitted effect of over 55% in size; some results filed as inactive show a strong effect at the top dose; inactives centre near -15; many of its hits are not listed in these tables
#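 HEK-293-derived GP2 cells expressing PTHR1 and a GloSensor cAMP reporter, 3,000/well, plated overnight, given luciferin plus IBMX (each 0.5 mM as added) for 1 h at 37 °C, then compound for 1 h at 37 °C. Luminescence was read after 15 min at room temperature.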
# IL2 activator: activates IL-2 in a cell-based reporter assay; IL-2 activation reporter assay, cell-based qHTS; stimulated with anti-CD3/CD4/CD28 beads; in transgenic mouse T cells; activation, % (series mostly up to about 46 µM); 360,000 tested, 0.065% active; AID 652025; in the data active = activation above about 50%; inconclusive = mostly about 30% to 49%; note: 0% is about no effect
#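 Unstimulated transgenic mouse T cells; 60-min compound exposure; bead-based TCR/CD4/CD28 stimulation; 18 h culture, 37 degrees C; dual fluorescence (EGFP, DsRed) plate cytometry.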
# GLP-1R agonist: agonists of human GLP-1 receptor. P43220. HEK293 GLP-1R CRE-luciferase, luminescence, 4-6 h; cells express a hypersensitive GLP-1R form. Potency, µM (top dose mostly 45.6 µM), for the others: at the top dose activation, actives largely listed as activators. 380,000 tested, 0.007% active. AID 624172; note: potency is the fitted concentration of half-maximal effect; % of control where 0% means no effect
# EPAC1 ag: activates human EPAC1 exchange factor. Potency, µM (titrated, usually from 154 µM), for the others: at the highest dose activation, hits mostly activators. EPAC1 agonist qHTS, biochemical assay; response scale: 100% = response to 6.5 mM cAMP. 360,000 tested, 0.073% active; note: potency is the fitted concentration of half-maximal effect; nearly all actives have a fitted effect of over 60% in size
# Target sequence (O95398 whole entry, looked up): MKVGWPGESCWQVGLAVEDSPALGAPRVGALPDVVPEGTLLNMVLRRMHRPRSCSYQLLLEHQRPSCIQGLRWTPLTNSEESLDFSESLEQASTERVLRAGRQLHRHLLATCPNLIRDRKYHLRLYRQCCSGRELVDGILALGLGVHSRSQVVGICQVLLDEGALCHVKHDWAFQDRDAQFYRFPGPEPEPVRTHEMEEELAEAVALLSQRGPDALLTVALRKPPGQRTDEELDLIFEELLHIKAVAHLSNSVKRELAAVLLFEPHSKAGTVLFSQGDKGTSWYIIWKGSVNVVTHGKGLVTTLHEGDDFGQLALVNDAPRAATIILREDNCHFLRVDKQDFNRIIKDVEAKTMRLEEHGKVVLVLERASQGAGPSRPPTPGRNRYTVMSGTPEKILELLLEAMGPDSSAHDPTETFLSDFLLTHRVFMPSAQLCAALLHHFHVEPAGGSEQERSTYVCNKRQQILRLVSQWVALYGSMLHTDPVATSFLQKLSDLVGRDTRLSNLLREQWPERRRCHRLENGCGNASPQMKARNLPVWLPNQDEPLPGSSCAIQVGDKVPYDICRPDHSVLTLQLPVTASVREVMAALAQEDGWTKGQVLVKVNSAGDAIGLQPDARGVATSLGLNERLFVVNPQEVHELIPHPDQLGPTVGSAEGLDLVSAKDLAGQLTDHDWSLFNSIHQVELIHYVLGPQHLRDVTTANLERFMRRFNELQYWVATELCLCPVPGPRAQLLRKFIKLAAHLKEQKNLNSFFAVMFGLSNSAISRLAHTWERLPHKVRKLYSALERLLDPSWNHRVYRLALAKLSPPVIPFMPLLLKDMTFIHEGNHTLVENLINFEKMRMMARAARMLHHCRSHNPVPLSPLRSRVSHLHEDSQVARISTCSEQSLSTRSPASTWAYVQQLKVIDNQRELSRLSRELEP
#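 Nucleotide exchange assay: 100 nM EPAC1 with 250 nM Rap1B loaded with BODIPY-GDP and 50 uM GDP, room temperature. Fluorescence (480/540 nm) read every 5 min for 30 min; signal change normalized to 6.5 mM cAMP as full agonist.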
# PI5P4Ka inh: PI5P4K alpha (human) kinase inhibition | P48426 | PI5P4Kalpha enzyme, ADP-Glo luminescence, 60 min; stronger effect = lower value | max response, % | 330,000 tested, 1.2% active; active = max response of -50% or lower; inconclusive = between -30% and -50%; inactive = -30% or higher; note: value at the top dose of about 77 µM; % is set by controls: 0 for no effect and ±100 for the full control effect
#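 Enzyme plus substrate dispensed, test compounds pinned in, then ATP (5 microM final) added. After 60 min at RT, ADP-Glo reagent 1 for 45 min and reagent 2 for 30 min preceded luminescence imaging.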
# GLP1R cytotox: cytotoxic in the GLP-1 receptor inverse agonist counter-screen; HEK293 cAMP-luciferase reporter cells, luminescence, 24 h; 410,000 tested, 0.13% active; Potency, µM (series often up to 38.3 µM), for the others: at the top dose activity change, negative = inhibition, actives largely listed as inhibitors; AID 624418;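 note: loss of luciferase light is scored as toxicity; potency is the fitted concentration of half-maximal effect; % is set by controls: 0 for no effect and ±100 for the full control effect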
#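 Compound-treated cells are incubated 24 hr at 37 deg C under 5% CO2 after a 12 hour attachment period, then luciferase detection reagent is added and luminescence is measured following 12 min at room temperature; lowered signal indicates toxicity.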
# PLK1 PBD inh: blocks phosphopeptide binding to human PLK1 polo-box domain; Potency, µM, for inactives: max response, negative = inhibition, most hits filed as inhibitors; Plk1 PBD binding of FITC phosphopeptide, fluorescence polarization; P53350; 360,000 tested, 2.8% active; note: potency is the fitted concentration of half-maximal effect; series mostly up to about 57 µM; % is set by controls: 0 for no effect and ±100 for the full control effect; nearly all actives have a fitted effect of over 65% in size
# EPAC1 antagonist: antagonists of human EPAC1; Potency, µM (series often up to 115 µM), for the others: at the highest dose activity change, negative = inhibition, usual class: inhibitors; O95398; EPAC1 GEF assay, Rap1b-BODIPY-GDP exchange fluorescence; 360,000 tested, 0.14% active;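 note: potency is the fitted concentration of half-maximal effect; plate controls were vehicle for no effect and positive control for full effect; nearly all actives have a fitted effect of over 50% in size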
# GLP-1R inv ag: acts as inverse agonist at human GLP-1 receptor; P43220; HEK293 GLP-1R CRE-luciferase, luminescence, 24 h; GLP-1R form is constitutively active; Potency, µM (highest dose often 38.3 µM), inactives show top-dose activity change, negative = inhibition, actives largely listed as inhibitors; 410,000 tested, 1.6% active; note: potency is the fitted concentration of half-maximal effect; % is set by controls: 0 for no effect and ±100 for the full control effect; nearly all actives have a fitted effect of over 55% in size
#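 Seeding at 200 cells/uL, 12 h culture, 24 hr compound treatment, then luciferase reagent and a luminescence read; cells are HEK293 stably expressing a constitutively active GLP-1R plus cAMP-responsive luciferase.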
# Active calls of the source: *; i = inactive; ? = inconclusive; . = no result given; & = joins results of further samples; [ ] = remark or other dose. Unless noted, calls come from the whole dose curve; as a rule, active = well fitted curve in the direction sought with a large enough effect; inconclusive = small, poorly fitted or top-dose-only effect, or another doubt; inactive = no such curve, though single readings can be large; an effect the other way counts as inactive or inconclusive. Not all compounds are listed (hit frequency here may not be typical).
# Second line of a record: PTHR1 ag	IL2 activator	GLP-1R agonist	EPAC1 ag	PI5P4Ka inh	GLP1R cytotox	PLK1 PBD inh	EPAC1 antagonist	GLP-1R inv ag
CC(=O)c1ccc(NC(=O)CC23CC4CC(C2)CC(n2nnc(C)n2)(C4)C3)cc1
 : -16%	1.5	21%	4%	2	6%	-7%	-14%	?
Cc1ccc(OCCn2cc(/C=N/NC(=O)c3ccncc3)c3ccccc32)cc1
 : -18%	-4.5	3%	15%	0	-4%	15µM*	?	?
OCCC1CN(C2CCSCC2)CCN1C1CCCC1 (stereo not given)
 : i	-3.6	3%	-1%	1	-15%	-3%	3%	-5%
COc1ccc2nc3ccccc3nc2c1N
 : -11%	-0.5	20%	10%	-3	-4%	-21%	-13%	77%[activator]
CCC(=O)N1c2ccc(S(=O)(=O)N3CCN(c4ccccc4Cl)CC3)cc2CC1C (stereo not given)
 : -24%&-14%	0.4	11%&2%	11%	2	7%&-9%	4%	-8%	?
CCCn1c(SCC(=O)Nc2nnc(C)s2)nnc1C1CC1
 : i	-1.0	-2%	3%	1	-1%	1%	-6%	-12%
O=C1OCCC1Sc1nc2ccccc2c(=O)n1-c1ccc(F)cc1 (stereo not given)
 : -61%[inhibitor]	0.6	14%	2%	-12	15%	-17%	-17%	33%
CCCC(=O)Nc1c(-c2ccc(C)cc2)c(=O)c2ccccc2n1C
 : i	-0.5	-2%	7%	-1	2%	2%	-8%	15%
CC(=O)n1cc([C@H]2C=C(C(=O)N3CCN(Cc4ccccc4)CC3)O[C@@H](OCCCCO)C2)c2ccccc21
 : i	-0.2	20%	1%	3	-4%	-7%	-11%	-2%
Cc1ccc(OCC(=O)Nc2ccncc2)cc1
 : -15%	0.2	2%	10%	2	-1%	-5%	-3%	8%
Cc1cccc(N2N=C(C(=O)N3CC(=O)Nc4ccccc43)CCC2=O)c1
 : -4%	0.1	3%	11%	-4	-6%	1%	11%	13%
O=C(NCc1cccc(Cl)c1)c1ccc2c(c1)OCCO2
 : -13%	0.0	-4%	6%	2	-1%	-1%	-10%	-29%
COCC1CCCCN1C(=O)C1CCN(c2nc(-c3ccccc3)nc3c2CCC3)CC1 (stereo not given)
 : -19%	-1.0	5%	1%	0	-25%	1%	-10%	?
CCn1c(N2CCN(C(=S)Nc3ccc(OC)cc3)CC2)nc2ccccc21
 : -35%	0.1	1%	4%	3	-5%	-12%	-31%	-18%
CCCCN(CCCNC(=O)C1CCN(S(=O)(=O)N2CCOCC2)CC1)Cc1ccccc1
 : -4%[57.5 µM]	1.3	13%	0%	13	-9%	-6%	0%	-2%
CCCSc1nc2ccccc2n1CC(=O)O
 : -17%	-3.8	0%	2%	0	-3%	-15%	3%	-1%
Cc1nc(COC(=O)c2cc(O)c3ccccc3c2O)cs1
 : -9%	3.2	-3%	19%	-7	2%	21µM*	7%	13%
Cc1ccc(N2CCN(C(=O)c3nn(C)c4c3CS(=O)(=O)c3ccccc3-4)CC2C)cc1 (stereo not given)
 : -16%&-3%	-1.7	8%	1%	2	-5%&-7%	1%	9%	?
O=C(Cc1n[nH]c(=O)c2ccccc12)NCc1ccc(Cl)cc1
 : i	0.5	12%	3%	1	-1%	-13%	13%	28%
Cc1ccc(-n2ncc3c(NNC(=O)c4cccs4)ncnc32)cc1
 : -5%	3.1	1%	1%	3	1%	-18%	-14%	2%
c1ccc(Cn2nnnc2CN2CCCC2)cc1
 : i	-2.1	-1%	11%	.	-7%	-7%	-5%	1%
COC(=O)C1=C(C(=O)c2ccc(C)cc2)C(c2ccc(O)c(OC)c2)n2nnnc2N1 (stereo not given)
 : -22%[57.5 µM]	0.1	-10%	-9%	0	-22%	1%	5%	-5%
COCCNC(=O)c1cccc(OC2CCN(Cc3ccc(C(C)C)cc3)CC2)c1
 : -39%[inhibitor]	-0.7	11%	-8%	-11	-18%	-13%	-20%	?
Clc1cccc(-c2ccc(CNCc3ccccn3)o2)c1
 : i	1.3	13%	11%	18	-7%	-2%	1%	?
Cc1ccc2c(C)[nH]c(=O)cc2c1
 : i	0.8	-12%	-5%	-4	-17%	-2%	-4%	0%
Cc1cc(C)cc(-n2c(C)nc3cc(C(=O)O)ccc32)c1
 : -9%	-1.9	0%	10%	?	-7%&-2%	-13%	-21%	6%&1%
CC1(NC(=O)CC(c2ccccc2)(c2ccccc2)c2ccccc2)CCN(Cc2ccc(-c3ccccc3)cc2)C1=O (stereo not given)
 : -19%	-2.3	0%	5%	7	-7%	-1%	-9%	?
O=C(NCCC(=O)N1CCN(c2ncccn2)CC1)c1ccccc1
 : 0%[57.5 µM]	-0.5	-9%	-1%	-2	11%	-3%	1%	0%
COc1ccccc1NS(=O)(=O)c1ccc(C)c(C(=O)NCC(c2ccco2)N(C)C)c1 (stereo not given)
 : -23%	-4.5	4%	8%	5	-7%	-2%	-8%	14%
CC1(C)Cc2c(cnn2-c2ccc(F)cc2)C(NC(=O)Cn2cncn2)C1 (stereo not given)
 : -16%	2.0	4%	10%	-2	3%	-1%	5%	17%

# The listing continues:
# Second line of a record: PTHR1 ag	IL2 activator	GLP-1R agonist	EPAC1 ag	PI5P4Ka inh	GLP1R cytotox	PLK1 PBD inh	EPAC1 antagonist	GLP-1R inv ag
CC(C)[C@H](NC(=O)[C@H](Cc1ccccc1)n1c(=O)[nH]c2ccccc2c1=O)C(=O)N1CCC[C@@H]1C(=O)O
 : -35%	2.0	6%	-19%	-5	2%	3%	-2%	4%
COc1ccc(OCCCC(=O)Nc2cc(S(=O)(=O)N3CCCCC3)ccc2OC)cc1
 : 16%	0.9	4%	13%	-1	3%	-13%	-4%	-38%
CC(C)Cc1cc(CN2CCCC(CO)(Cc3cccc(Cl)c3)C2)[nH]n1 (stereo not given)
 : -48%[inhibitor]	-0.4	5%	-6%	7	-21%	2%	-5%	?
CN(C)C(=O)c1cccc(-c2cnc3c(NC=O)cc(-c4ccccc4F)cn23)c1
 : -8%	-0.3	18%	-13%	?	0%	-11%	-15%	22%
O=C(NC1CCCCC1)C(c1ccncc1)N(C(=O)c1ccco1)c1ccc(F)cc1 (stereo not given)
 : i	1.0	3%	-2%	-3	-6%	-4%	10%	16%
Cc1ccc(-c2nc(C(=O)NCc3ccccc3Cl)c3n2CCCCC3)cc1
 : -5%	.	4%	.	.	1%	.	.	?
Cc1ccc(NC(=O)c2ccc(OC(=S)N3CCOCC3)cc2)cc1
 : i	-0.6	-6%	-3%	.	-7%	0%	-4%	33%[activator]
NC(=O)c1nc(C(=O)N2CCCCC2)c2ccccc2n1
 : -6%	-1.2	-1%	-4%	-4	-16%	3%	18%	22%
S=C(NCc1ccccc1)NCc1ccccc1Cl
 : -15%	-1.9	5%	7%	5	?	-24%	-30%	?
CC(=O)Nc1nc2ccc(S(=O)(=O)N3CCCCC3)cc2s1
 : -11%	-2.7	8%	-1%	-3	-6%	-10%	-7%	34%[activator]
Cc1onc(-c2cccc(Cl)c2Cl)c1C(=O)O/N=C(\N)c1ccc([N+](=O)[O-])o1
 : -5%	-3.0	11%	16%	5	18%	-8%	0%	9%
C=CCOc1ccc(/C=C2\C(=N)N3N=C(S(=O)(=O)CC)SC3=NC2=O)cc1OC
 : -13%	1.5	-1%	-4%	?	2%	-23%	8%	-5%
CC(NC(=O)CCc1nnc(-c2ccc(-c3ccccc3)cc2)o1)c1nc2ccccc2[nH]1 (stereo not given)
 : -29%	-3.8	14%	-1%	-8	2%	-6%	-27%	-29%
CCOC(=S)SCC(=O)Nc1ncc(C)s1
 : -18%	-3.9	-1%	0%	7	-8%	0%	-5%	-30%
CCN(C[C@H]1N[C@@](Cc2ccccc2)(C(=O)OC)[C@H]2C(=O)N(C)C(=O)[C@@H]12)S(=O)(=O)c1ccc(OC(F)(F)F)cc1
 : -58%[inhibitor]	-0.8	-4%	-30%[inhibitor]	-1	-28%	2%	-29%	?
Cc1c(NC(=O)COc2cccc(F)c2)c(=O)n(-c2ccccc2)n1C
 : i	-1.5	-2%	8%	5	16%	-11%	-4%	14%
Cc1cccc(C)c1Nc1nnc(SCC(=O)c2ccc(Br)s2)s1
 : i	-0.8	3%	9%	-20	-22%	24µM*	5%	?
CC12c3ccccc3C(c3ccccc31)C1C(=O)N(c3ccncc3)C(=O)C12 (stereo not given)
 : -7%	-1.2	5%	6%	0	-6%	5%	-17%	?
Oc1ccccc1C1=Nc2ccccc2N=C(c2ccco2)C1
 : i	3.6	-5%	-1%	.	114%[activator]	-9%	-6%	5%
CC(=O)c1cc(F)c(N2CCN(C(=O)Cc3ccccc3)CC2)cc1C
 : -11%[57.5 µM]	0.5	0%	8%	-6	-12%	-2%	-2%	-10%
CCOc1ccc(-c2c(C(=O)N/N=C/c3ccoc3)nnn2-c2nonc2N)cc1
 : i	-1.2	2%	2%	?	12%	-12%	-6%	24%
Cc1ccc2c(C)c(C(=O)Nc3c(C)n(C)n(-c4ccccc4)c3=O)oc2c1
 : i	-0.5	-1%	4%	1	-11%	-7%	0%	-61%
CCn1c2ccccc2c2cc(NC(=O)CNCc3ccccc3OC)ccc21
 : -5%	-0.2	23%	8%	3	-18%	-8%	-7%	?
CC1(C#CC[N+]2(C)CCCCC2)CCC2C(O1)c1ccccc1OC2(C)C (stereo not given)
 : -25%	0.1	2%	0%	-2	6%	?	10%	17%
COc1ccccc1NC(=O)C1Cc2ccccc2CN1C(=O)c1ccco1 (stereo not given)
 : i	0.1	19%	2%	-22	-13%	-6%	8%	?
NS(=O)(=O)c1cccc(NC(=O)CCS(=O)(=O)c2ccc(Cl)cc2)c1
 : 21%	-0.1	-1%	3%	2	7%	-18%	-15%	0%
O=C(/C=C/c1ccc(F)cc1)NC(Cc1c[nH]c2ccccc12)C(=O)O (stereo not given)
 : i	0.3	3%	-12%	5	13%	3%	6%	1%
CN(C(=O)Cn1c(=O)oc2ccccc21)C1CCCCC1
 : i	-3.7	-15%	14%	-2	-27%	2%	0%	4%
